hcDAF-12 act – H. contortus DAF-12 nuclear receptor activators, primary screen, cell-based, luminescence, HEK293, lit1-tk-luc reporter; HEK293 hcDAF-12 lit1-tk-luc reporter; 0% DMSO, 100% Δ7-dafachronic acid; activation, % at 6.8 µM; actives 1.4% (n = 370,000);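 active = activation above the mean of all tested compounds plus 3 SD, cut at about 5.5% in these data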;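 also: 100% = response to 3 µM Δ7-dafachronic acid high control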
ADAM17 inh – ADAM17 inhibitors, primary screen, biochemical, QFRET; actives 0.83% (n = 370,000); recombinant ADAM17, EDANS/DABCYL FRET peptide cleavage; inhibition, % at 6.95 µM;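 active = inhibition above the mean of compounds lying between control limits plus 3 SD, set per campaign, cut at about 8.5% in these data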;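 also: 0% = DMSO-only wells as the low control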
Target sequence (P78536 215-824 limits assumed): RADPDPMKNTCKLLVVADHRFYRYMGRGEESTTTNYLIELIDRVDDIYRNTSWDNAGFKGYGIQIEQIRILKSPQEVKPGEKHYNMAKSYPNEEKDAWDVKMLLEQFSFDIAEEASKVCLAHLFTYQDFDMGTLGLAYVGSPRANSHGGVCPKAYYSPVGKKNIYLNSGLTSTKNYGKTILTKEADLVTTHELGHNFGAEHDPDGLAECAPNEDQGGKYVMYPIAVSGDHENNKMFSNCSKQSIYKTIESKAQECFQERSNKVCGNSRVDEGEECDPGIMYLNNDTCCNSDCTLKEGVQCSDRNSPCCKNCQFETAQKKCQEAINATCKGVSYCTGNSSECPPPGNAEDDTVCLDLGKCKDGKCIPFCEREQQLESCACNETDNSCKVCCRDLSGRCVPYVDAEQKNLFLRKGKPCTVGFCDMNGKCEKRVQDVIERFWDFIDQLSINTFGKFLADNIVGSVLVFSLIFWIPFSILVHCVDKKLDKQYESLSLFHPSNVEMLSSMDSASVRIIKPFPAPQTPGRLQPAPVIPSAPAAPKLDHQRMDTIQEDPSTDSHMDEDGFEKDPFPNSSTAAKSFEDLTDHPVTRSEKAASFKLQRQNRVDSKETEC
DAX1 inh-1 – DAX1 (NR0B1) inhibitors, primary screen, cell-based, HEK293, Gal4-DAX1, luciferase luminescence; AID 504766, 2011; Nuclear receptor subfamily 0 group B member 1 (Homo sapiens), P51843; inhibition, % at 6.75 µM; HEK293 Gal4-DAX1 luciferase reporter; actives 0.99% (n = 340,000);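 active = inhibition above the mean over all tested compounds plus 3 SD, cut at about 4.2% in these data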;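 also: 0% = DAX1-transfected cells with DMSO and 100% = empty-vector control cells with DMSO; inhibition shows as a rise in luminescence from relieved DAX1 repression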
PG9 binder – binders of HIV-1 gp120 antibody PG9, primary screen, biochemical, TR-FRET | HIV-1 gp120 / PG9 antibody interaction | TR-FRET gp120-PG9 antibody binding | inhibition, % at 6.7 µM | actives 0.43% (n = 360,000); in the data active = inhibition above about 8.5%
ADAM10 inh – human ADAM10 inhibitors, primary screen, biochemical, QFRET, HTS | Disintegrin and metalloproteinase domain-containing protein 10 (Homo sapiens), O14672 | recombinant ADAM10, EDANS/DABCYL FRET peptide cleavage, 3 h | inhibition, % at 7 µM | actives 0.62% (n = 370,000) | AID 720582, 2013;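 active = inhibition above a per-campaign cutoff equal to the mean of compounds falling between control-based bounds plus 3 SD, cut at about 20% in these data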;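 also: 0% = DMSO wells while the 100% control is not disclosed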
Target sequence (O14672 214-748 limits assumed): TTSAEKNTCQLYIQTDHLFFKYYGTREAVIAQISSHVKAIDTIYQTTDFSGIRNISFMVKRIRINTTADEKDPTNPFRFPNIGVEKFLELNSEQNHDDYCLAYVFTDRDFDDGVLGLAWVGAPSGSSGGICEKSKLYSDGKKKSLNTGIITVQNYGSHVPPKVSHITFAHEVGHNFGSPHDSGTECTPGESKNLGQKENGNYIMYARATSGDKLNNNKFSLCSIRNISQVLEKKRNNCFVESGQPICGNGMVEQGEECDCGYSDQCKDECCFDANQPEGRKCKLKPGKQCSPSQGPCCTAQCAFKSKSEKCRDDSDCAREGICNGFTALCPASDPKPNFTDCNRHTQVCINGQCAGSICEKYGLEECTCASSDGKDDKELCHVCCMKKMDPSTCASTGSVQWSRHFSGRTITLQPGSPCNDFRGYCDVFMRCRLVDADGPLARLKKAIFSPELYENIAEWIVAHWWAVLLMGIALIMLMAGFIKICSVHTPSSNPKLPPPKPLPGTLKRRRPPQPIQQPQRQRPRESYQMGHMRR
GC-A act – GC-A stimulated cGMP production enhancers – HEK293 GC-A cells, cGMP TR-FRET, EC30 ANP, primary screen | Atrial natriuretic peptide receptor 1 (Homo sapiens), P16066 | 0% at EC30 ANP, 100% saturating ANP | activation, % at 10 µM | actives 0.14% (n = 370,000) | AID 1671463, 2021; in the data active = activation above about 40%
ssDAF12 agonist – S. stercoralis DAF-12 nuclear receptor activators, primary screen, cell-based, luminescence, HEK293, GRIP1 co-expression, lit1-tk-luc; Nuclear hormone receptor DAF-12 (Strongyloides stercoralis); HEK293 ssDAF-12/GRIP1 lit1-tk-luc reporter; % of 3 µM dafachronic acid response; activation, % at 6.8 µM; actives 1% (n = 370,000); AID 652126, 2013;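 active = activation above the mean over all tested compounds plus 3 SD, cut at about 0.9% in these data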;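 also: 0% = DMSO-only wells and 100% = 3 µM delta7-dafachronic acid wells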
GAA850 FXN act – FXN promoter activators, primary screen, cell-based, luciferase luminescence, HEK293 lucGAA850. HEK293 lucGAA850 FXN promoter luciferase reporter, 24 h; percent of 10 µM SAHA response. activation, % at 6 µM. actives 0.56% (n = 360,000);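 active = activation above the average of all compounds screened plus 3 SD, cutoff fixed separately per campaign, cut at about 7.5% in these data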;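 also: 0% = DMSO wells and 100% = 10 µM SAHA wells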
SMARCA2 act – SMARCA2 (BRM) function activators, primary screen, cell-based, luminescence, high throughput; MG213 cells, MMTV-luciferase reporter, dexamethasone, overnight; activation, % at 9.1 µM; actives 1% (n = 370,000); in the data active = activation above about 7.8%;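 also: 0% = vehicle wells and 100% = reference activator wells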
DAX1 inh-2 – DAX1 (NR0B1) inhibitors on StAR promoter, primary screen, cell-based, luminescence, SF-1 (NR5A1), full-length DAX-1 | HEK293T StAR-luciferase reporter, SF-1/DAX-1 repression relief | inhibition, % at 6.8 µM | actives 1.1% (n = 370,000) | AID 652010, 2013;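 active = inhibition above the mean over all tested compounds plus 3 SD, cut at about 3.6% in these data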;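 also: 0% = DAX-1 cells with DMSO and 100% = cells lacking DAX-1 with DMSO; higher inhibition means more luminescence from relief of DAX-1 repression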
hgDAF12 agonist – H. glycines DAF-12 receptor agonists, primary screen, cell-based, luminescence, HEK293, GAL4 fusion, UAS-luciferase; HEK293 GAL4-hgDAF12 UAS-luciferase reporter, agonist luminescence; normalized to butyrate control; activation, % at 6.8 µM; actives 1.8% (n = 370,000);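 active = activation above a cutoff set at the mean of all screened compounds plus 3 SD, cut at about 10% in these data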;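 also: 0% = DMSO wells and 100% = sodium butyrate wells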
The depositor's hits bear a star; i = inactive; / = no result given.

nr	mol	hcDAF-12 act	ADAM17 inh	DAX1 inh-1	PG9 binder	ADAM10 inh	GC-A act
1	O=C(CC1Sc2ccccc2NC1=O)OCc1cc(=O)oc2cc(O)ccc12 (centres undefined)	2.7	-190	0.3	0.7	i	-3
2	CC1=C(C(=O)N(C)C)CC(CC(=O)NC2CCCC2)C(=O)N1CCC1=CCCCC1 (centres undefined)	2.8	1	2.6	2.9	3	4
3	COc1ccc(NC(=O)NS(=O)(=O)c2ccc(C)cc2)cn1	-1.9	-1	0.2	2.1	-5	1
4	CC(C)CN1CCC(=O)N([C@H](CO)c2ccccc2)CC1	-0.7	-2	1.5	-0.8	0	2
5	O=C(NC(=S)Nc1cccc(NC(=S)NC(=O)c2ccco2)n1)c1ccco1	4.5	-8	-0.8	0.3	-12	1
6	CC(=O)Oc1ccc2ccccc2c1C(NC(=O)Cc1ccccc1)c1ccccc1 (centres undefined)	-1.5	3	1.0	-1.0	15	-24
7	Cc1ccc(C(=O)N[C@H](C(=O)Nc2ccc(N3CCOCC3)cc2)C(C)C)cc1	3.0	-1	0.3	-0.5	-1	-1
8	CCCCNC(=O)CN1CCN(Cc2ccc3cc(OC)ccc3c2)CC1	-2.6	-1	-1.3	-0.5	-7	5
9	O=C(NCCCNC(=O)c1ccco1)c1ccc(Cl)cc1	-0.2	0	0.4	0.1	-5	3
10	O=C(Nc1ccccc1)/C(=C/c1ccc(O)cc1)NC(=O)c1ccco1	-0.7	-3	0.5	-3.3	7	0
11	CN1C(=O)C(C)(C)c2cc(S(=O)(=O)NCCc3ccc(Cl)cc3)ccc21	1.6	-1	-1.2	-0.3	-5	-3
12	COc1ccc(C(=O)COC(=O)c2sc(C)nc2C)cc1F	0.5	7	0.5	-2.3	5	2

nr	ssDAF12 agonist	GAA850 FXN act	SMARCA2 act	DAX1 inh-2	hgDAF12 agonist
1	0.2	4.2	-3	0.1	-0.6
2	-0.1	1.5	-2	3.6	12*
3	-0.7	1.7	-3	0.3	-0.5
4	-1.4	/	1	-0.1	0.6
5	-0.9	3.0	0	0.2	0.6
6	-1.5	-7.5	-3	0.9	-1.7
7	-1.0	0.8	-3	1.0	0.0
8	-1.5	-0.5	-3	-1.0	-2.7
9	-0.8	-4.7	-1	-0.7	-2.4
10	-1.5	0.2	-2	0.1	1.2
11	-0.3	1.2	-2	0.3	-0.7
12	-1.1	0.1	-3	-1.0	-1.8

Further entries follow.
nr	mol	hcDAF-12 act	ADAM17 inh	DAX1 inh-1	PG9 binder	ADAM10 inh	GC-A act
13	C1=C(CCNc2ncnc3c2[nH]c2ccccc23)CCCC1	-3.5	-16	-3.6	-1.5	-57	13
14	Cc1ccc(-n2ncc3c(NCc4ccccn4)ncnc32)c(C)c1	-0.4	-8	1.4	2.8	-7	0
15	CC(C)C[C@@H](CN1CCC[C@H]1CN1C(=O)C(=O)NC[C@@H]1Cc1ccc(O)cc1)N1C[C@H](Cc2ccc(O)cc2)N(CCc2ccccc2)C(=O)C1=O	-1.9	-4	/	-1.1	-7	3
16	N#CCC(=O)Nc1ccc(C(=O)OCC(=O)NC(=O)Cc2ccccc2)cc1	0.7	-3	1.9	-1.4	2	0
17	CCOc1cc2nc(-c3ccc(OC)c(OC)c3)nc(NCCCN3CCOCC3)c2cc1OC	-0.6	-20	0.8	-0.7	-67	1
18	COc1ccccc1/C=C/C=N/NC(=O)c1ccc(=O)n(C)c1	-3.1	-19	0.7	-12	-78	-7
19	CC(C)CNC(=O)c1cccc2c(-c3ccc(F)c(F)c3)coc12	-1.4	-4	/	-0.5	0	6
20	COc1ccc(CNC(=O)C2CCN(c3nnc(N4CCCC4=O)s3)CC2)cc1	-0.1	-1	0.7	0.1	1	0
21	Cc1cc(NC(=O)Nc2ccccc2[N+](=O)[O-])n(C)n1	-1.8	-2	0.6	-1.2	-1	-2
22	Cc1cc(S(=O)(=O)NCCCN2CCOCC2)c(Cl)cc1Cl	1.1	-2	2.4	-1.1	-5	5
23	C[C@@H]1CN([C@@H](C)CO)C(=O)c2cc(C#CCN(C)C)cnc2O[C@H]1CN(C)Cc1ccc2c(c1)OCO2	1.5	4	-0.3	-1.4	-7	3
24	CN(Cc1cnccn1)Cc1nc(Cc2ccccc2F)no1	0.2	-5	0.2	0.9	-7	4

nr	ssDAF12 agonist	GAA850 FXN act	SMARCA2 act	DAX1 inh-2	hgDAF12 agonist
13	-2.6	-5.7	-7	-2.6	-4.1
14	-1.6	-0.9	-4	-0.8	1.2
15	-0.9	/	-4	1.0	-2.7
16	-1.4	-1.4	3	1.3	0.6
17	-0.9	-2.9	-3	-0.5	-1.7
18	-1.3	1.1	-4	-0.1	2.1
19	-1.3	2.4	0	-1.0	0.9
20	-0.6	-1.4	3	-0.3	2.2
21	-0.9	-1.6	-2	0.3	0.5
22	-1.6	-2.3	-2	0.2	-1.0
23	-1.2	0.6	-5	0.5	2.8
24	-1.9	1.2	-1	-0.4	2.2

Looked up above.
Value for CCOc1cc2nc(-c3ccc(OC)c(OC)c3)nc(NCCCN3CCOCC3)c2cc1OC in PG9 binder: -0.7
Value for COc1ccccc1/C=C/C=N/NC(=O)c1ccc(=O)n(C)c1 in GAA850 FXN act: 1.1
Value for CCCCNC(=O)CN1CCN(Cc2ccc3cc(OC)ccc3c2)CC1 in ADAM17 inh: -1

Additional compounds follow:
nr	mol	hcDAF-12 act	ADAM17 inh	DAX1 inh-1	PG9 binder	ADAM10 inh	GC-A act
25	CCn1cc([N+](=O)[O-])c(C(=O)Nc2ccn(Cc3ccccc3F)n2)n1	-1.4	-2	0.1	-2.8	13	-5
26	COc1ccc(OC)c(C(=O)NC(CC(N)=O)c2ccc(N3CCC(N4CCCCC4)CC3)c([N+](=O)[O-])c2)c1 (centres undefined)	-0.4	-1	1.8	0.2	2	2
27	CCNC(=O)C1(C)CCCN1C(=O)c1ccc(-c2ccccc2)cc1 (centres undefined)	-1.9	-3	/	-1.0	-3	3
28	CC1CCN(CCCn2c(SCC(=O)Nc3ccccc3Cl)nc3ccccc3c2=O)CC1	1.1	-3	0.6	0.9	4	-6
29	Cn1nccc1C(=O)N1CCC(Cc2ccccc2)CC1	-1.1	1	-0.2	-1.8	-6	2
30	Cc1cc(=O)[nH]c(-n2nc(C)c(Oc3ccccc3O)c2C)n1	-0.2	-5	0.7	-1.6	3	2
31	NC(=O)C1CCCN(C(=O)c2cccc(NC(=O)c3cccs3)c2)C1 (centres undefined)	-1.4	1	-0.7	-1.4	-1	2
32	CC(c1ccccc1)N1CC(C(=O)O)CC1=O (centres undefined)	0.1	1	0.4	-1.6	1	-1
33	CC(=O)NCC(=O)N[C@@H](CC(=O)OCc1ccccc1)C(=O)OCc1ccccc1	-0.9	-3	1.9	0.9	-6	1
34	C#CCN(Cc1ccco1)C(=O)c1nnc2c3ccccc3n(S(=O)(=O)c3ccc(C)cc3)c2n1	1.2	-8	/	-1.8	-42	3
35	COc1ccc(C2CC(c3ccc(Cl)cc3)=NN2C(=O)c2cccc([N+](=O)[O-])c2)cc1 (centres undefined)	1.1	-1	-0.7	-2.4	7	8
36	CC(C)C(=O)Nc1ccc2c(c1)Cc1cc(NC(=O)C(C)C)ccc1-2	-0.8	1	1.9	-0.6	-1	-4

nr	ssDAF12 agonist	GAA850 FXN act	SMARCA2 act	DAX1 inh-2	hgDAF12 agonist
25	-1.1	0.5	0	0.4	0.7
26	-1.3	2.9	2	0.2	-1.2
27	-1.7	-0.5	4	0.2	0.8
28	-1.0	-1.0	2	2.4	0.0
29	-1.2	-2.4	-1	-1.8	-3.1
30	-1.4	0.6	0	0.8	-0.7
31	-1.4	-0.2	-1	0.2	3.1
32	-1.3	1.1	-1	0.0	3.8
33	-1.5	0.2	-2	-0.6	1.3
34	-0.2	/	-3	-0.6	2.0
35	-0.8	4.9	5	0.5	1.6
36	-0.4	1.4	-2	-0.7	1.1

Next compounds follow.
nr	mol	hcDAF-12 act	ADAM17 inh	DAX1 inh-1	PG9 binder	ADAM10 inh	GC-A act
37	O=c1nc(-c2ccccc2)c2cc(SC(F)F)ccc2[nH]1	-0.8	-17	1.3	-2.0	-70	-2
38	CCOC(=O)C1(Cc2ccc(OC)cc2)CCN(C(=O)[C@@H]2CCCN2C(C)=O)CC1	0.4	-7	0.8	0.5	-9	2
39	CCCC1C(C#N)=C(N)Oc2n[nH]c(C(C)(C)C)c21 (centres undefined)	-1.1	-7	1.7	-0.2	0	-2
40	Cc1ccc(N(CC(=O)NC2CCCC2)C(=O)CCC(=O)Nc2ccccn2)cc1	-0.2	1	-0.2	0.8	-4	2
41	O=C1OC[C@H]2CCCN2C(=O)[C@@H](CC(=O)N(CCO)Cc2ccccc2)C/C=C\CC[C@@H]1Cc1ccc(F)cc1	-0.5	-5	-0.5	2.5	1	3
42	COc1ccc(N(CC(=O)NCCSc2ccccn2)S(=O)(=O)c2ccccc2)cc1OC	-2.1	-2	-0.6	1.3	2	-1
43	COc1ccc(OCc2ccc(C(=O)NN)cc2)cc1	0.5	-4	2.1	0.0	3	2
44	COc1ccc(OC)c2[nH]c(=O)c(CCNC(C)=O)cc12	-2.1	-6	0.7	1.7	-29	-3

nr	ssDAF12 agonist	GAA850 FXN act	SMARCA2 act	DAX1 inh-2	hgDAF12 agonist
37	0.2	2.8	-3	-0.8	-2.0
38	-0.8	1.4	0	-0.1	4.6
39	-1.3	-1.4	2	-0.8	-1.3
40	-0.7	-0.7	-2	0.3	1.8
41	-1.1	-0.7	-1	-0.4	-2.3
42	-1.6	0.8	-4	-0.5	-1.9
43	-0.8	0.8	-3	-1.2	4.6
44	-1.5	-2.0	-1	-1.2	-0.1

Whole records, quoted from the list. Values in the order: hcDAF-12 act | ADAM17 inh | DAX1 inh-1 | PG9 binder | ADAM10 inh | GC-A act | ssDAF12 agonist | GAA850 FXN act | SMARCA2 act | DAX1 inh-2 | hgDAF12 agonist
Profile of COc1ccc(OC)c2[nH]c(=O)c(CCNC(C)=O)cc12 = -2.1 | -6 | 0.7 | 1.7 | -29 | -3 | -1.5 | -2.0 | -1 | -1.2 | -0.1
Profile of O=C1OC[C@H]2CCCN2C(=O)[C@@H](CC(=O)N(CCO)Cc2ccccc2)C/C=C\CC[C@@H]1Cc1ccc(F)cc1 = -0.5 | -5 | -0.5 | 2.5 | 1 | 3 | -1.1 | -0.7 | -1 | -0.4 | -2.3
Profile of COc1ccc(N(CC(=O)NCCSc2ccccn2)S(=O)(=O)c2ccccc2)cc1OC = -2.1 | -2 | -0.6 | 1.3 | 2 | -1 | -1.6 | 0.8 | -4 | -0.5 | -1.9

Outcome played no part in choosing rows; any-hit rate near 6.8%.
